SIAE primary = blocks human sialic acid acetylesterase | Q9HAT2 | SIAE FP-Rh probe binding, fluorescence polarization | inhibition, % at 9.66 µM | actives 0.69% (n = 370,000) | AID 1053197;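 active = inhibition above a cutoff: mean of compounds within the control limits plus 3 SD of those, cut at about 17% in these data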;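 also: 0% = plate median of compound wells and 100% = probe without SIAE protein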
Target sequence (Q9HAT2 whole entry, looked up): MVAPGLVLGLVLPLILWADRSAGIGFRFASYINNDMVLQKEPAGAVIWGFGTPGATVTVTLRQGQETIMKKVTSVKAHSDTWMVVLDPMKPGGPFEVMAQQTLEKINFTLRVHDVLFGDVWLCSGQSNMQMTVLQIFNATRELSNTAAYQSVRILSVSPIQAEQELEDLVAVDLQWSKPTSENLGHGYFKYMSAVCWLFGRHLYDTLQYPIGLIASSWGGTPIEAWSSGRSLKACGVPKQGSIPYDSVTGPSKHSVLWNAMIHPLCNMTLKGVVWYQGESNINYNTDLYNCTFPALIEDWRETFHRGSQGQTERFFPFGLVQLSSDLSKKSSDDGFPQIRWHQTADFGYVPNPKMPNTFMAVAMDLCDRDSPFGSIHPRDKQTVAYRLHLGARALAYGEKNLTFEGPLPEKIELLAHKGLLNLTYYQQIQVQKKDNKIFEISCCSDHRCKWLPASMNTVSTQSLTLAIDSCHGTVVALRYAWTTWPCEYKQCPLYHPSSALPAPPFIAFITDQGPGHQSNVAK
UHRF1 binding = human UHRF1 methylated DNA binding inhibitors. Q96T88. UHRF1 binding to methylated oligo, TR-FRET. inhibition, % at 4.4 µM. actives 0.75% (n = 370,000). AID 687016; in the data active = inhibition above about 21%;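 also: UHRF1 SRA domain binding a hemimethylated CpG hairpin DNA probe; 0% = median of test compound wells and 100% = reference inhibitor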
DDE Tn7 FP inh = inhibitors of Tn7 peptide binding to human fibrin DD(E). inhibition, % at 8.3 µM. FP displacement of FITC-Tn7 peptide from fibrin DD(E); 0% = median of compound wells per plate. actives 0.13% (n = 370,000). P02675. AID 720508;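 active = inhibition above the mean of compounds falling within the control limits plus 3 SD of them, cut at about 14% in these data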;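 also: 0% = plate median of compound wells and 100% = 10 µM Aha-Tn7 peptide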
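Assay system: human fibrin DD(E) protein / Input: 2 µM fibrin DD(E) / Benchmarks: high control of 10 µM Aha-Tn7 peptide / Measured by: fluorescence polarization of the labelled Tn7 tracer / Medium: Tris buffer with calcium and detergent, pH 7.8 / Timing: 10 min compound pre-incubation, 3 h probe incubation at room temperature / Repeats: one replicate per compound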
TCR CD3 inh = inhibitors of human TCR-CD3 interaction; TAMRA-labeled TCR probe fluorescence, biochemical; inhibition, % at 9.4 µM; actives 0.37% (n = 360,000); in the data active = inhibition above about 19%;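 also: recombinant mutant TCR 2C K166C tagged with TAMRA read by polarization; 0% = receptor in buffer alone and 100% = receptor with positive control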
mABHD4 FP = inhibitors of mouse ABHD4; Q8VD66; purified mABHD4, FP-Rh probe fluorescence polarization; inhibition, % at 8.92 µM; actives 0.54% (n = 370,000); AID 720543;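 active = inhibition exceeding the mean over every tested compound plus 3 SD, cut at about 30% in these data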;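 also: 0% = plate median of compound wells and 100% = S159A mutant with DMSO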
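Test system: mouse ABHD4 enzyme, wild type. Reagent: FP-Rh fluorescent activity-based probe, added after compound pre-incubation. Timing: pre-incubation 45 min, probe exposure 60 min, at 25 °C. Technique: FP readout, ex 525 nm / em 598 nm. Benchmarks: high control S159A mutant with DMSO, low control median of compound wells.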
LEDGF integ inh = blocks HIV-1 LEDGF/p75-dependent DNA integration | inhibition, % at 3.7 µM | TR-FRET IN-LEDGF/p75 DNA integration, Eu/Cy5 | AID 743269 | actives 0.64% (n = 370,000);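 active = inhibition above the screen-wide mean plus 3 SD, cut at about 13% in these data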;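 also: signal is the Cy5 over europium emission ratio at 671 and 618 nm; 0% = plate median of compound wells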
PG9 Ab binder = PG9 antibody binding by small molecule; TR-FRET gp120-PG9 antibody binding; actives 0.43% (n = 360,000); inhibition, % at 6.7 µM; in the data active = inhibition above about 8.5%
TDP2 inh = blocks human TDP2 phosphodiesterase activity. O95551. recombinant TDP2, T5PNP hydrolysis, p-nitrophenol absorbance 415 nm. inhibition, % at 12.8 µM. actives 0.34% (n = 370,000). AID 720702;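 active = inhibition above the mean of all tested compounds plus 3 SD, set per campaign, cut at about 25% in these data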;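 also: 0% = DMSO with enzyme and 100% = buffer with substrate but no TDP2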
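Assay system: recombinant human TDP2 / Reagent: T5PNP substrate at 5 mM, a TopII-DNA adduct mimic / Measured by: epi absorbance from released p-nitrophenol / Evaluation: % inhibition relative to enzyme-containing and enzyme-free wells / Control set: enzyme-free and DMSO wells / Replicates: each compound tested once, singlicate / Schedule: enzyme reaction with compound for 2 h at 37 °C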
PRMT1 FP inh = blocks human protein arginine methyltransferase 1. inhibition, % at 2.79 µM. recombinant PRMT1, activity-based probe fluorescence polarization. actives 1.3% (n = 370,000);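 active = inhibition above about 21% made by adding two undisclosed values, limit read from the data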
HTRA1 inhibitor = HTRA1 (human) protease inhibition; Q92743; recombinant HTRA1, FP-rhodamine activity-based probe, fluorescence polarization; inhibition, % at 5.96 µM; actives 0.5% (n = 340,000); in the data active = inhibition above about 36%;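 also: 0% = enzyme with DMSO and 100% = wells lacking enzyme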
Target sequence (Q92743 whole entry, looked up): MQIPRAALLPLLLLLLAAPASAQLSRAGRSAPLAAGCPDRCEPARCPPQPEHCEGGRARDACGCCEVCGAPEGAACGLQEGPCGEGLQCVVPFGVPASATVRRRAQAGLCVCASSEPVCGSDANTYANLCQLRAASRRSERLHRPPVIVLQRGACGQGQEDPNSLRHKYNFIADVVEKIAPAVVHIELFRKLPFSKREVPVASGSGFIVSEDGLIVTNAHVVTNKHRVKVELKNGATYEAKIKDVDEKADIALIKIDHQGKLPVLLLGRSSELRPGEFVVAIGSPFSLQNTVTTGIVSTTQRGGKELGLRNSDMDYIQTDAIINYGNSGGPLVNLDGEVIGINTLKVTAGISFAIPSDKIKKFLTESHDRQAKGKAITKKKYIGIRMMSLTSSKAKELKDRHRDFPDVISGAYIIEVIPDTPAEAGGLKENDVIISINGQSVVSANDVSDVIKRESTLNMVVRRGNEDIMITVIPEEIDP
* = called active by the depositor; / = not tested or not shown.

SIAE primary | UHRF1 binding | DDE Tn7 FP inh | TCR CD3 inh | mABHD4 FP | LEDGF integ inh | PG9 Ab binder | TDP2 inh | PRMT1 FP inh | HTRA1 inhibitor | structure
1 | -1 | -8 | 4 | 0 | 0 | 0.7 | 0 | -5 | -3 | O=C(CCN1C(=O)c2ccccc2C1=O)Nc1ccc(-c2cn3ccsc3n2)cc1
-3 | -3 | 4 | 8 | -2 | 1 | 0.9 | 6 | 0 | -8 | Cc1ccc(CS(=O)Cc2ccc(C(=O)NCc3ccccc3)o2)cc1 (stereo not given)
3 | -2 | 0 | -4 | 2 | -1 | -1.9 | 3 | -5 | -1 | O=C(CSc1nc2ccccc2c(=O)[nH]1)N1CCOCC1
4 | 3 | 2 | 2 | 0 | 3 | -1.0 | 1 | 5 | -4 | O=c1cc(N2CCOCC2)[nH]c(=O)n1-c1ccc(Cl)cc1
0 | 2 | -15 | 6 | -1 | -3 | -0.5 | 3 | -2 | 4 | Clc1ccc2[nH]c3c(NCCN4CCOCC4)ncnc3c2c1
-2 | -1 | 1 | 5 | 3 | 1 | -1.2 | -3 | -1 | 0 | CC1CCCCC1NC(=O)CCCn1c(=S)[nH]c2ccsc2c1=O (stereo not given)
-3 | -4 | -2 | -1 | -3 | 7 | -2.2 | 2 | 8 | 2 | Cc1ccc(S(=O)(=O)c2c(O)c3ccc(C(=O)O)cc3[nH]c2=O)cc1
0 | 24* | -6 | -5 | 2 | -2 | -0.4 | 5 | 5 | 4 | Cc1cccc(NC2=C(C#N)C(=O)NC3(CCCC3)S2)c1
8 | 2 | -2 | -4 | -6 | -4 | 0.3 | 4 | 0 | -2 | CC(C)CN(C(=O)c1ccc(N2CCCC2=O)cc1)c1c(N)n(Cc2ccccc2)c(=O)[nH]c1=O
-1 | -1 | 1 | -4 | 3 | -2 | 1.1 | 5 | -2 | -12 | O/N=C(\c1ccc2c(c1)OCCO2)C1CCCCC1
3 | 1 | 0 | -3 | 1 | 3 | -1.9 | 4 | 1 | -3 | CCOC(=O)C1=NOC(Cn2cc(C#N)c(=O)n(C)c2=O)C1 (stereo not given)
-2 | 0 | 10 | -2 | -1 | 3 | 0.6 | 0 | 3 | -5 | COc1ccc(S(=O)(=O)n2nc(OC(=O)c3ccccc3Br)cc2N)cc1
-2 | 6 | -1 | 5 | 1 | -1 | 0.2 | 0 | -2 | 1 | C/C(N)=C(/C#N)C(=O)COC(=O)c1ccc(C#N)cc1
-10 | -2 | 4 | -4 | -2 | 1 | 1.5 | 3 | -3 | -5 | CCOc1ccc2nc(NC(=O)CN3C(=O)NC4(CCCC4)C3=O)sc2c1
7 | 31* | 8 | 1 | 3 | -4 | -2.0 | -15 | -6 | 5 | N#C/C(=N/Nc1ccc(OC(F)(F)F)cc1)C(N)=S
0 | 5 | -3 | -3 | 1 | 1 | 0.6 | -11 | 5 | 0 | S=C1CSc2ccccc2N1
-96 | 3 | 2 | -10 | -7 | -3 | -4.3 | -2 | 3 | -7 | O=C(Nc1ccc(Cl)c(Cl)c1)c1ccc(Cn2c(=O)[nH]c3ccsc3c2=O)cc1
-1 | 0 | -1 | -5 | -12 | -1 | -0.6 | 6 | 1 | -60 | CC(C)(C)NC(=O)c1cccc(NC(=O)Cc2ccc(Br)cc2)c1
-2 | 7 | 3 | 5 | -4 | -4 | 0.7 | -10 | -1 | 4 | CCOC(=O)CSc1nc(C)cc(C)n1
-2 | 0 | 6 | -4 | 1 | 0 | -1.5 | 0 | -3 | -2 | CC(Cc1ccccn1)NC(=O)CCc1nnc(C2CCCCC2)o1 (stereo not given)
-3 | 0 | -6 | -2 | -6 | 0 | 1.2 | 7 | -2 | 0 | Cc1cn([C@H]2C[C@H](O)[C@@H](CNCc3cccn3-c3ccncc3)O2)c(=O)[nH]c1=O
-13 | 1 | -2 | -4 | -4 | 4 | -2.6 | 7 | -1 | -18 | CCc1ccc2nc(/N=C(\N)NC(=O)c3ccccc3)nc(C)c2c1
-3 | 3 | -5 | 5 | -4 | 2 | 0.1 | -14 | 3 | 3 | CCCS(=O)(=O)Nc1cccc(-c2cn3c(n2)SCC3)c1
0 | 2 | 5 | -9 | -3 | 0 | -0.7 | 6 | -1 | -1 | Cc1noc(C)c1S(=O)(=O)N(C)C[C@H]1Oc2ccc(NC(=O)C3CC3)cc2C(=O)N([C@H](C)CO)C[C@@H]1C
4 | -2 | 8 | 6 | 1 | -3 | -1.1 | 14 | 11 | -3 | CN(C)C(=S)Nc1ccc2c(c1)OCO2
-4 | 0 | -7 | 7 | 0 | -1 | -1.2 | -1 | -1 | 2 | Fc1ccc(CSc2nnc(-c3cc4c(s3)-c3ccccc3CC4)o2)cc1
2 | 1 | -3 | 3 | -8 | 4 | -0.7 | 7 | -3 | -12 | Cn1cccc1-c1nc2ccccc2n1Cc1ccccc1
3 | 15 | 0 | -3 | 4 | -3 | 1.4 | -4 | 2 | -2 | CCOc1ccccc1NC(=O)C(c1ccccc1)N1CCN(CC(=O)N2CCOCC2)CC1 (stereo not given)
1 | -2 | -5 | 3 | -8 | -1 | 0.5 | 2 | -1 | -5 | COc1cc2nc(CN(C)Cc3ccc(SC)cc3)[nH]c(=O)c2cc1OC
3 | -4 | 1 | -3 | 0 | -2 | -1.5 | -3 | 1 | -1 | CC1=NC(=O)C(N=Nc2cccc(O)c2)N1c1ccccc1 (stereo not given)
3 | 0 | -4 | 6 | -4 | 1 | -0.1 | -5 | 1 | -5 | Cc1c(Cl)cccc1NC(=S)NCc1ccccc1
1 | 2 | 10 | 5 | 4 | 1 | 0.3 | 0 | -3 | 11 | CC(NCCO)C(=O)C12CC3CC(CC(C3)C1)C2 (stereo not given)
-7 | 3 | -2 | -3 | -1 | -2 | 1.6 | 2 | 5 | -16 | Cc1cc(C(=O)N/N=C/c2ccc(-c3cccc(Cl)c3Cl)o2)n[nH]1
-1 | -4 | 7 | 1 | -3 | -2 | -0.2 | 6 | -2 | -4 | Cc1cc(NC(=O)CN2CCN(S(=O)(=O)c3ccc(Cl)cc3)CC2)no1
-2 | -2 | -5 | 1 | -4 | -1 | -0.3 | -1 | 3 | 6 | CCOC(=O)c1[nH]c(C)c(C(=O)Nc2ccccc2C)c1C
5 | -3 | -3 | -3 | 6 | -4 | -1.4 | 5 | 1 | -3 | CCCn1c(=S)[nH]c2cc(C(=O)N3CCN(C(=O)OCC)CC3)ccc2c1=O
1 | 1 | 1 | 9 | -3 | 0 | 1.3 | 8 | -4 | 1 | Cc1nn(CC(=O)NC2CC2)c(C)c1S(=O)(=O)N(C)C
-4 | 0 | -6 | 27* | 7 | 4 | -2.9 | -11 | -5 | 9 | C=CCNC(=S)NNC(=O)c1cccn(Cc2cccc(Cl)c2)c1=O
6 | 1 | 6 | -4 | -3 | -3 | -0.1 | 9 | -1 | 7 | COc1ccc(NC(=S)NCc2ccc(F)cc2)c(OC)c1
0 | 1 | 4 | / | -3 | 3 | / | 0 | 0 | / | COC(=O)[C@@]12CCCCC3=C1N(CCC3)C(=O)[C@H]2CC(=O)NCc1cccc(C(F)(F)F)c1
-1 | -1 | -3 | -5 | 1 | -1 | -0.9 | 3 | -4 | / | Fc1ccccc1-c1nc(NCC2CC2)nc2ccsc12
2 | 2 | -9 | 11 | -2 | 0 | 0.3 | -5 | -4 | / | COc1ccc(C(O)c2nc(-c3ccncc3)cs2)cc1 (stereo not given)
-6 | 3 | 0 | -2 | -3 | 4 | 0.1 | 1 | -6 | 11 | Cc1cc(C)c(S(=O)(=O)Nc2ccc(C(N)=O)cc2)c(C)c1
1 | 1 | 2 | -1 | 0 | 1 | -0.5 | -2 | 3 | -2 | COC(=O)[C@]1(C)N[C@H](CN(C)C(=O)Nc2ccc(C)cc2)[C@@H]2C(=O)N(C)C(=O)[C@@H]21
-4 | -1 | 2 | 5 | 1 | 2 | -1.3 | 3 | 0 | 3 | COc1cc(/C=C/C(=O)OCC(=O)NC(=O)C2COc3ccccc3O2)ccc1OC(F)F (stereo not given)
7 | 2 | 0 | -7 | -3 | 1 | -0.3 | -5 | 5 | -4 | CSc1nnc(C(C)c2ncc(C(F)(F)F)cc2Cl)n1C (stereo not given)
11 | 1 | 3 | -8 | -1 | 0 | 2.5 | -8 | 6 | 1 | O=C(CSc1nnc(-c2ccncc2)n1Cc1ccco1)N1c2ccccc2Sc2ccc(Cl)cc21
-6 | 0 | 8 | -10 | 4 | -6 | 0.3 | 5 | 4 | 10 | CC(Sc1nnc(-c2ccco2)n1-c1ccccc1)C(=O)NCC1CCCO1 (stereo not given)
6 | 1 | -3 | 0 | 2 | 0 | -1.2 | 2 | 1 | 1 | CC(=O)N(CCc1ccccc1C)Cc1cc2cc(C)ccc2[nH]c1=O
4 | -1 | -5 | 7 | -6 | -1 | -1.8 | -14 | -1 | -41 | CC(CCc1ccccc1)NC(=O)/C=C/c1ccc(Cl)cc1 (stereo not given)
0 | 1 | 5 | 0 | -6 | 2 | 4.9 | -2 | 4 | 5 | COC(=O)c1ccc(C(=O)OC)c(NC(=O)CSc2n[nH]c(N)n2)c1
-2 | 11 | -6 | -4 | 6 | 1 | 1.0 | 5 | -1 | 5 | CC(=O)c1c(C)[nH]c(C(=O)COC(=O)CNS(=O)(=O)c2ccccc2)c1C
3 | 1 | 0 | -6 | -8 | -1 | 1.3 | -3 | 4 | -12 | O=C(c1cccnc1)n1nc(NCc2ccccc2)nc1NCc1ccccc1
-51 | -3 | -11 | 7 | -24 | 1 | -3.7 | 6 | 0 | -40 | O=C(Nc1cccc(Cl)c1)C1C2CCC3C(CCC21)C3(Cl)Cl (stereo not given)
2 | 0 | 0 | -1 | -2 | 5 | -0.3 | -3 | -6 | 0 | Cc1cccc(NC(=O)CSCC(=O)N=c2sccn2C)c1
-2 | -1 | 5 | 3 | 3 | -1 | -2.0 | -6 | -3 | -1 | COC1OC2COC(c3ccccc3)OC2C(O)C1N (stereo not given)

3 entries already listed, ordered by the value under mABHD4 FP, falling.
SIAE primary | UHRF1 binding | DDE Tn7 FP inh | TCR CD3 inh | mABHD4 FP | LEDGF integ inh | PG9 Ab binder | TDP2 inh | PRMT1 FP inh | HTRA1 inhibitor | structure
-2 | 11 | -6 | -4 | 6 | 1 | 1.0 | 5 | -1 | 5 | CC(=O)c1c(C)[nH]c(C(=O)COC(=O)CNS(=O)(=O)c2ccccc2)c1C
1 | 1 | 2 | -1 | 0 | 1 | -0.5 | -2 | 3 | -2 | COC(=O)[C@]1(C)N[C@H](CN(C)C(=O)Nc2ccc(C)cc2)[C@@H]2C(=O)N(C)C(=O)[C@@H]21
-1 | -4 | 7 | 1 | -3 | -2 | -0.2 | 6 | -2 | -4 | Cc1cc(NC(=O)CN2CCN(S(=O)(=O)c3ccc(Cl)cc3)CC2)no1

From PubChem BioAssay
